Compound activity as filed in PubChem BioAssay.
Peg3 prom inh: Peg3 promoter-driven luciferase inhibitors, primary screen, cell-based, HeLa, luciferase luminescence; HeLa PEG-Prom luciferase reporter, overnight; hit rate 1.7% among 360,000; inhibition, % at 20 µM; AID 588405, 2011;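 active = inhibition of at least 50% at 20 µM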
TRPM1 prom inh: inhibitors of MITF-dependent TRPM1 promoter reporter, primary screen, cell-based, SK-MEL-5, single point, luciferase; SK-MEL-5 TRPM1 promoter luciferase, 24 h; inhibition, % at 12.5 µM; hit rate 0.83% among 330,000;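 active = mean inhibition across replicates of 60% or more, whatever share of single replicates reaches that level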; note: values of inactives mirror those of a sister screen read the other way
TROY signal inh: inhibitors of TROY-driven NF-kB signaling, primary screen, Q293 LMP1-TROYcd cells, NF-kB luciferase, uHTS; Q293 LMP1-TROYcd NF-kB luciferase reporter, 4 h; inhibition, % at 10 µM; hit rate 0.98% among 360,000;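 active = compounds whose plate-normalised and pattern-corrected inhibition of the luciferase reporter signal at the single screening dose is 50% or more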
CF NFkB inh: inhibitors of PAF-induced NF-kB signaling, primary screen, cell-based, GFP fluorescence, uHTS. KKLEB NF-kB-GFP reporter, GFP fluorescence overnight. inhibition, % at 5 µM. hit rate 0.86% among 360,000;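 active = at least 50% inhibition at 5 µM, scaled per plate between neutral and stimulator controls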;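 note: PAF is a Pseudomonas aeruginosa culture filtrate used as stimulus; plate controls were PAF-stimulated DMSO wells for no effect and unstimulated DMSO wells for full effect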
NR2E3 ag-1: NR2E3 agonists in two-hybrid cells, primary screen, cell-based, luminescence, CHO-S, Gal4-NCOR/VP16-NR2E3 | Photoreceptor-specific nuclear receptor (Homo sapiens), Q9Y5X4 | luciferase | inhibition of corepressor binding, % at 3.98 µM | hit rate 0.35% among 360,000 | AID 602229, 2012;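 active = inhibition above the mean of all tested compounds plus 3 SD, cut at about 70% in these data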;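 note: 0% = DMSO with NR2E3 transfected cells and 100% = cells lacking NR2E3 construct; higher means lower luciferase signal from less NR2E3 corepressor binding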
Target sequence (Q9Y5X4 whole entry, looked up, the tested form may be a part): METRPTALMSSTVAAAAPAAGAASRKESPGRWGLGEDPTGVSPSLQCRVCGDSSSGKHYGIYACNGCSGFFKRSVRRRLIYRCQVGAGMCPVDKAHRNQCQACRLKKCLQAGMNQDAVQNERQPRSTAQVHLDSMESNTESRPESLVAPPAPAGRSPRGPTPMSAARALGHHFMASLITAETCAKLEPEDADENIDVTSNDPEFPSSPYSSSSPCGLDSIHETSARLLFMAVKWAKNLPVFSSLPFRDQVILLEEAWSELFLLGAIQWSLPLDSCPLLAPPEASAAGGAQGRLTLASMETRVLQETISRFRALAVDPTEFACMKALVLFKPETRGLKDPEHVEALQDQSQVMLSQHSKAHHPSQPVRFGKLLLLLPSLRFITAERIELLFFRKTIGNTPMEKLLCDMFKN
TWEAK-Fn14 inh: inhibitors of TWEAK-Fn14 signaling, primary screen, luciferase reporter cells, uHTS; TWEAK-stimulated Fn14 reporter cells, luciferase luminescence, 8 h; inhibition, % at 10 µM; hit rate 2% among 360,000; in the data active = inhibition above about 50%
Shn3 3UTR inh: reduction of Shn3 3'UTR firefly luciferase signal, primary screen, Schnurri-3 inhibitor project, cell-based, Clone20 osteoblasts, set 2; hit rate 0.52% among 360,000; Clone20 osteoblast Shn3 3'UTR firefly luciferase, 24 h; AID 588674, 2011; inhibition, % at 12.5 µM;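 active = mean inhibition of at least 75% with every replicate also reaching 75%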;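 note: 0% = median of neutral control wells and 100% = pilot-screen positive control compound; some compounds past the cut are filed as inactive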
HIF-2a inh: HIF-2a reporter inhibitors, primary screen, luminescence, 786-0 RCC cells. 786-0 RCC cells HIF-2a reporter, luciferase luminescence, overnight. inhibition, % at 18.8 µM. hit rate 0.72% among 360,000;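 active = inhibition of the luminescence signal of 40% or more relative to plate controls, in a single-dose primary screen at 18.75 µM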
TRAIL sens C8: viability loss with TRAIL in NB7+C8 cells, primary screen, TRAIL sensitizer project, cell-based, ATPlite luminescence; inhibition (viability loss, TRAIL sensitization), % at 10 µM; hit rate 1% among 360,000; AID 624354, 2012;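 active = compounds causing at least 50% loss of cell viability in the single-dose screen, relative to plate controls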
KKLEB cytotox: cytotoxicity in KKLEB CF airway cells, primary screen, cytotoxicity control for CF NF-kB inhibitor project, cell-based, uHTS, fluorescence assay plates | KKLEB CF airway cells viability, ATPlite luminescence, overnight; active compounds read low; cells stimulated with P. aeruginosa culture filtrate | activity change (cytotoxicity), % at 5 µM | hit rate 0.36% among 360,000;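 active = corrected activity change at or below -50% at 5 µM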
NR2E3 ag-2: inhibitors of NR2E3-RetCOR corepressor binding, primary screen, NR2E3 agonist project, biochemical, TR-FRET, GST-NR2E3, biotin-RetCOR; Photoreceptor-specific nuclear receptor (Homo sapiens), Q9Y5X4; hit rate 0.12% among 320,000; AID 2300, 2010; inhibition of corepressor binding, % at 4.78 µM; 1536-well;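 active = percent inhibition above the cutoff of mean plus 3 SD of all tested compounds, set per screening campaign, cut at about 20% in these data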;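 note: 0% = DMSO wells and 100% = biotin wells as full block of FRET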
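Material: NR2E3–RetCOR corepressor complex / Amount: 1.35 nM GST-NR2E3 / Medium: Tris pH 7.5 / Compound: single nominal compound dose of 4.8 µM / Incubation: 5 h at 4 °C / Technique: TR-FRET, Eu(K)-anti-GST donor, streptavidin-D2 acceptor, ex 340, em 617/671 nm / Read-out basis: percent loss of FRET ratio relative to control wells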
* marks the source's active call; other numbers are inactive results; / = no result given. An excerpt (hit frequency here may not be typical).

SMILES	Peg3 prom inh	TRPM1 prom inh	TROY signal inh	CF NFkB inh	NR2E3 ag-1	TWEAK-Fn14 inh	Shn3 3UTR inh	HIF-2a inh	TRAIL sens C8	KKLEB cytotox	NR2E3 ag-2
CN(C(=O)Cn1c(Cl)nc2c1c(=O)n(C)c(=O)n2C)C1CCS(=O)(=O)C1 (stereo unspecified)	1	-4	-2	9	-18	0	-30	-3	-3	1	2
O=C1NC2(CCC3(CC2)OCCO3)NN1c1ccc(Cl)cc1	-35	-3	6	-18	-16	-7	24	-68	-5	5	2
O=C(NC1CCCCC1)C(c1ccccc1)N(C(=O)c1cccs1)c1ccc2c(c1)OCO2 (stereo unspecified)	12	14	-12	15	-21	1	-24	0	-2	-9	2
C=C(C)CN(CC)C(=O)CN1C(=O)NC(C)(c2ccc3ccccc3c2)C1=O (stereo unspecified)	13	5	-6	-8	-14	21	1	2	-5	-2	2
Oc1ccc(C2N=C(c3ccccc3)NC(c3ccccc3)=N2)cc1	3	2	-8	7	-19	15	1	9	-9	-6	0
CN(Cc1ccccc1)C(=O)Nc1c(Cl)cccc1Cl	3	/	-12	5	0	0	22	9	2	-2	/
CCN(CC)CCCN1C(=O)C(=O)/C(=C(/O)c2ccc(Cl)cc2)C1c1ccccn1 (stereo unspecified)	3	12	-3	4	4	1	-14	11	-8	-2	1
COc1ccc(C2=NN(CN3C(=O)C(=O)c4ccccc43)C(c3cccc([N+](=O)[O-])c3)C2)cc1 (stereo unspecified)	-46	-5	-42	-4	-36	0	-20	-73	2	-9	-4
O=C(O)c1ccc(Cl)c(S(=O)(=O)NCc2ccco2)c1	-4	-2	-11	-2	-15	-8	4	9	-6	7	2
O=C(COC(=O)c1ccc(Cl)c(Cl)c1)NC1CCCC1	-15	-15	-28	5	11	-7	-19	-2	10	6	-1
S=C(Nc1ccccc1Cl)N1CCCCCC1	-15	4	-7	-3	21	-10	54	-16	-7	4	4
O=C1COc2ccc(S(=O)(=O)N3CCN(c4ccccc4F)CC3)cc2N1	19	10	7	-13	11	5	10	11	-10	-2	-1
CCOC(=O)c1sc(NC(=O)COc2ncnc3ccccc23)c(C(=O)OCC)c1C	-6	-16	3	-10	-3	-12	9	2	0	-12	3
CC(C)(C)CC(=O)NC(=S)Nc1ccccc1C(F)(F)F	8	7	3	3	-5	6	16	-2	8	-9	0
C=CCNC(=O)c1ccc2nc(Cc3ccc(OC)cc3)oc2c1	-239	-78	-42	-1	-105	-10	-145	-206	0	0	-1
Cc1cc(N2CCN(Cc3nc(-c4ccc(F)cc4)oc3C)CC2)cc(C)n1	20	16	1	9	-11	-3	3	17	10	1	5
CC(C)Cn1nc(C(=O)Nc2cccc(S(=O)(=O)N3CCCC3)c2)c2ccccc2c1=O	28	-14	13	15	22	-7	69	12	-3	3	3
C[C@H](CO)N1C[C@H](C)[C@@H](CN(C)S(=O)(=O)c2ccc(F)cc2)Oc2ccc(NC(=O)C3CCCCC3)cc2C1=O	5	5	23	11	-2	-11	7	4	-1	-18	/
CCOC(=O)C1CCN(C(=O)c2ccc(SC)cc2OC)CC1	9	4	0	-15	-5	19	16	16	-10	-2	0
CC(=O)c1ccc2noc(-c3cccc(F)c3)c2c1	-9	0	5	-6	-40	10	-1	-15	3	-5	-6
CC(=O)Nc1ccc2c(c1)C(=Nc1ccccc1)c1ccccc1-2	-44	-6	-45	-15	-39	6	9	-32	-6	9	/
Cc1cc(OC(=O)N2CCOCC2)cc(C)c1Cl	-18	6	1	-9	7	42	-17	2	6	-5	3
Cc1nn(-c2ncc(C(F)(F)F)cc2Cl)c(=O)n1-c1cccc(Cl)c1	3	18	1	-2	-14	-21	10	21	-40	8	0
CCN1C(=O)C(CC(=O)Nc2ccccc2)N(Cc2ccccn2)C1=S (stereo unspecified)	-1	-10	-9	16	-10	-10	-2	13	-11	6	1
Cc1cccc2sc(N(CCCN(C)C)C(=O)c3ccc(C(=O)c4ccccc4)cc3)nc12	86*	-14	-23	29	4	22	9	-5	16	6	0
Cc1ccc[n+](CC(=O)Nc2cccc([N+](=O)[O-])c2)c1	7	2	-19	-12	-22	4	-21	15	12	3	2
COc1ccc(/C=N/n2c(C)cc(C)c(C(N)=O)c2=O)cc1	15	8	-6	-7	-5	8	-4	-1	-16	-3	4
CCOC(=O)[C@@H]1[C@H]2COc3ccccc3[C@@H]2N2C(=O)N(c3ccc(OC)cc3)C(=O)[C@@]12C	-4	-4	-5	-24	-33	1	-5	11	11	14	3
CCC(=O)NCc1cc(-c2nn(C)c(=O)c3ccccc23)ccc1C	7	0	-2	-20	-8	-4	17	6	14	-5	3
O=C(N/N=C/c1cccc(OC(=O)c2ccco2)c1)c1ccc(F)cc1	-237	-58	-57	0	-70	-21	-119	-167	71*	5	0
CCCOc1ccc(C2NC(=O)NC(c3ccccc3)=C2C(C)=O)cc1OCC (stereo unspecified)	28	9	0	-32	11	-17	18	12	10	-10	3
COc1ccc(Nc2ncnc3ccc(C)cc23)cc1	-12	-37	36	38	-32	46	9	-15	7	-8	-1
CCN(C[C@H]1N[C@@](C)(C(=O)OC)[C@H]2C(=O)N(Cc3ccccc3)C(=O)[C@@H]12)S(=O)(=O)c1ccc(C)cc1	-9	-3	-16	-52	-17	6	-19	-3	1	6	/
Cc1nc2ncnn2c(C)c1CCC(=O)NCc1ccccc1	20	0	-12	-3	-13	-5	-5	20	0	4	-5
CCC(CC)NCc1ccc2c(c1)c1ccccc1n2CC	44	-1	-12	1	18	-17	12	1	0	12	-3
O=C(NCCC(=O)N1CCN(c2ccccn2)CC1)c1ccc(Br)cc1	9	2	-5	5	-2	1	-13	4	-2	3	-3
CSCCC(NC(=O)CCNC(=O)c1ccccc1Cl)c1nc2ccccc2[nH]1 (stereo unspecified)	11	-2	-3	15	11	0	-4	-2	-8	-8	1
CS(=O)(=O)N1CC(C(=O)NC2CCCC2)Oc2ccc(Cl)cc21 (stereo unspecified)	7	9	-7	2	-4	4	0	10	-12	-1	0
COc1cccc(CN2CCN(c3nc4nonc4nc3N3CCCCC3)CC2=O)c1	15	9	-2	4	-7	-5	-6	4	-3	-5	-6
CCCN(C(=O)c1c(-c2ccccc2)noc1C)c1c(N)n(Cc2ccccc2)c(=O)[nH]c1=O	2	7	-3	-5	7	8	-2	12	-12	4	-1
Cc1ccc2c(CC(=O)N3CCN(S(=O)(=O)c4cccs4)CC3)coc2c1	23	1	9	1	-3	5	9	6	0	-5	0
O=C(CNC(=O)c1ccc2ccccc2c1)Nc1ncccc1O	-96	-35	-34	-1	-27	-15	-10	-78	12	-4	0
CN(Cc1cc2cc(F)ccc2[nH]1)Cc1nc(-c2cnccn2)no1	4	11	5	-2	-5	-6	2	11	-9	10	-2
CCOc1ccc(S(=O)(=O)N(CC)CC(=O)NCc2ccncc2)cc1	11	-10	15	-8	-6	6	-13	6	-23	-9	5
COc1ccc(CCNC(=O)Cn2nnc(-c3cccs3)n2)cc1OC	27	12	-3	7	-4	3	24	14	-13	-5	3

2 records drawn at random from those above:
SMILES	Peg3 prom inh	TRPM1 prom inh	TROY signal inh	CF NFkB inh	NR2E3 ag-1	TWEAK-Fn14 inh	Shn3 3UTR inh	HIF-2a inh	TRAIL sens C8	KKLEB cytotox	NR2E3 ag-2
O=C(CNC(=O)c1ccc2ccccc2c1)Nc1ncccc1O	-96	-35	-34	-1	-27	-15	-10	-78	12	-4	0
CS(=O)(=O)N1CC(C(=O)NC2CCCC2)Oc2ccc(Cl)cc21 (stereo unspecified)	7	9	-7	2	-4	4	0	10	-12	-1	0

Later entries:
SMILES	Peg3 prom inh	TRPM1 prom inh	TROY signal inh	CF NFkB inh	NR2E3 ag-1	TWEAK-Fn14 inh	Shn3 3UTR inh	HIF-2a inh	TRAIL sens C8	KKLEB cytotox	NR2E3 ag-2
CC(C)(C)N(Cc1ccccc1)C(=O)c1ccc2c(c1)OCCO2	-15	-1	/	-5	-13	30	3	-8	2	9	3
CCOc1ccc(OCC)c(S(=O)(=O)NNC(=O)c2c(C)nc3ccccn23)c1	9	-2	2	2	12	-5	-9	16	7	-6	-4
N#Cc1cccc(NC(=O)COC(=O)CCc2ccc(S(=O)(=O)N3CCOCC3)cc2)c1	7	0	-1	-8	-36	-2	8	19	-11	-9	4
COc1ccc(NS(=O)(=O)c2cccc(NC(=O)C3=NN(c4ccccc4)C(=O)CC3)c2)cc1	34	2	29	3	2	29	76	25	19	-8	3
COc1cc(CCNC2=CC(=O)c3ncccc3C2=O)ccc1O	27	113*	1	78*	3	10	21	39	58*	-2	/
O=C1C(=NO)CC(c2ccccc2)N1c1ccccc1 (stereo unspecified)	-2	3	-14	2	9	6	10	-9	-16	6	/
Nc1cccnc1Oc1ccc(F)cc1F	-10	-13	-6	-16	-29	-10	-7	1	-25	-6	1
CNC(=S)N(C)c1ccccc1	7	7	-3	14	5	9	-18	11	-5	2	0
O=C(Cc1ccc(Cl)cc1)Nc1ccc(NC(=O)c2ccccc2)cc1	10	-12	-12	-13	5	1	-1	16	-15	7	0
CCOc1ccc(S(=O)(=O)NCCC(=O)OCC(=O)N2CC(=O)Nc3ccccc32)cc1	3	0	-3	8	-4	-4	-11	10	3	5	5
O=C(COc1ccccc1)Nc1nnc(S(=O)(=O)N2CCCCCC2)s1	11	6	-13	10	-13	-2	0	6	-6	5	2
COc1ccccc1C1CCN(c2ccc(CO)cc2[N+](=O)[O-])CC1	-8	-7	-23	-10	2	7	-17	3	4	-4	-4
CCc1cccc(C)c1NC(=O)COC(=O)Cc1ccccc1	-3	/	-1	-23	1	3	-4	8	-8	-11	/
NC1=NS(=O)(=O)NC1c1ccc(F)cc1 (stereo unspecified)	6	3	-18	1	-22	10	7	13	-5	-1	-2
CC1CCN(C(=O)c2ccc3c(c2)NC(=O)/C(=C/c2ccccc2)S3)CC1	25	-6	43	-10	24	7	49	-9	-14	-1	0
Cn1c(SCC(=O)NCCc2ccccc2)ncc(C(=O)Nc2ccccc2)c1=O	35	4	5	15	-9	26	-36	22	3	-4	1
Cc1ccc(S(=O)(=O)N2CCN(C(=O)c3ccc(N4CCCC4)c([N+](=O)[O-])c3)CC2)cc1	-2	-27	-9	2	9	-21	-20	-3	-9	1	3
C=CCN(C(=O)CSc1nc2[nH]ncc2c(=O)n1-c1ccccc1OC)c1ccccc1	7	6	-2	-14	-22	0	-1	-11	0	26	6
